CDK5 inh = inhibitors of human CDK5/p35 kinase; Q00535+Q15078; Recombinant CDK5/p35, ADP-Glo luminescence, 60 min; inhibition, % at 10 µM; 0.01% of 330,000 active;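 active = highest replicate inhibition of at least 50% and at least 75% of replicates reaching 50%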;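 note: plate controls were DMSO neutral control for no effect and GW8510 at 10 µM for full effect; many of its hits are not listed in these tables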
Target sequence (Q00535 whole entry, looked up): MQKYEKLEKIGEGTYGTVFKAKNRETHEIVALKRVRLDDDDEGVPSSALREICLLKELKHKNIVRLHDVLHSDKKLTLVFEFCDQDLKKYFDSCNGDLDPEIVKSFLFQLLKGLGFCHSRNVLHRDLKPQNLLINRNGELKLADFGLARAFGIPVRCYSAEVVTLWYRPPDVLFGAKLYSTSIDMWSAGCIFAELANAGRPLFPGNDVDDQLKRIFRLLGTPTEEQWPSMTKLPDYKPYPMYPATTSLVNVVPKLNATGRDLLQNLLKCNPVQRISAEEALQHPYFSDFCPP
Target sequence (Q15078 whole entry, looked up): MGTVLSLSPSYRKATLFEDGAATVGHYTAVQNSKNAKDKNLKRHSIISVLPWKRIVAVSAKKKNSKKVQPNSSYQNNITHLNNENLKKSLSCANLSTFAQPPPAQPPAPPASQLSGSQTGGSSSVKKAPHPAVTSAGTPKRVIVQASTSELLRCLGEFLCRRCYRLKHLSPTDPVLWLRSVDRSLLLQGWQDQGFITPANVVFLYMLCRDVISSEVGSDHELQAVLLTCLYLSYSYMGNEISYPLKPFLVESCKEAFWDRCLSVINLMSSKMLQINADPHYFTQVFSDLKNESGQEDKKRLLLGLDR
HTR5A inv ctr = counter-screen for OPRM1-OPRD1 inverse agonists: human HTR5A inverse agonism; AID 504634; inhibition, % at 9.3 µM; 0.083% of 340,000 active; HTR5A cell line, luminescence; P47898; in the data active = inhibition mostly above about 23%, no sharp cut-off; inactive = mostly below about 18%;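 note: 0% = cells with DMSO and 100% = no-cell wells with DMSO; some compounds called inactive have numbers as strong as hits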
Target sequence (P47898 whole entry, looked up): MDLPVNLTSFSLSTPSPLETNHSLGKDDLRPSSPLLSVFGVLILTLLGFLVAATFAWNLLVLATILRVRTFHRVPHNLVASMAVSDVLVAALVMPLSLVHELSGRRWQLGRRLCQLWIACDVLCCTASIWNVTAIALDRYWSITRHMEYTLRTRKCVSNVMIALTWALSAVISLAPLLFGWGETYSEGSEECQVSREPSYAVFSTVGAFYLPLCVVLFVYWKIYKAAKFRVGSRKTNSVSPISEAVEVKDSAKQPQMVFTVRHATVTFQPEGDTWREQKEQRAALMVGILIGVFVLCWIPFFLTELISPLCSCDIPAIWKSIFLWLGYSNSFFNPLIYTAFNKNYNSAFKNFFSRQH
AddAB inh = less growth of phage-infected E. coli with AddAB; E. coli expressing H. pylori AddAB, absorbance growth; inhibition, % at 11.9 µM; 0.29% of 330,000 active; AID 435030; in the data active = inhibition above about 12%;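 note: 0% = vehicle wells of infected cells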
PKA-R2B activ = activates the human PKA-R2B holoenzyme complex | P22694+P31323 | PKA-R2B holoenzyme dissociation, Cy5-IP20 fluorescence polarization; R2B truncated from residue 108, S112A mutant; 0% DMSO only, 100% 113 µM cGMP | activation, % at 11.4 µM | 0.079% of 340,000 active;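 active = activation above a cutoff set at the mean over all compounds plus 3 SD, cut at about 18% in these data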;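 note: higher means more holoenzyme dissociation and a rise in polarization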
Ecoli viability = bacterial growth inhibition, counter-screen for AddAB inhibitors; 0.27% of 330,000 active; AID 449728; inhibition, % at 11.9 µM; E. coli V3065 growth, OD600 absorbance, 18 h;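 active = inhibition above the campaign's mean inhibition across all tested compounds plus 3 SD, cut at about 9.9% in these data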;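 note: uninfected addAB+ strain grown without phage in ampicillin broth; 0% = DMSO wells and 100% = ciprofloxacin 0.95 µg/ml wells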
PKA-R1A activ = PKA-R1A complex activation | 0.083% of 340,000 active | AID 504707 | activation, % at 11.4 µM | P00514+P68181 | PKA-R1A dissociation, Cy5-IP20 fluorescence polarization; scaled: DMSO 0%, 113 µM cGMP 100%;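 active = percent activation above the mean of all tested compounds plus 3 SD, cut at about 19% in these data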;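 note: higher means more PKAc released from R1A so a rise in polarization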
HTR5A ag ctr = HTR5A agonism, opioid heterodimer counter-screen; 0.61% of 340,000 active; HTR5A agonist assay, luminescence, cell-based; P47898; activation, % at 9.3 µM; in the data active = activation mostly above about 9.5%, no sharp cut-off; inactive = mostly below about 7.6%;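 note: 0% = cells with vehicle only and 100% = reference agonist; strong numbers were not always called active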
SUMO Mot1 rescue = SUMOylation pathway inhibition by Mot1-301 growth rescue | AID 2716 | S. cerevisiae Mot1-301 growth rescue, ATP luminescence, 38.5C; percent above DMSO median, 100 means doubled | growth rescue, % at 18.8 µM | 1% of 320,000 active;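 active = every valid replicate shows activation above 250% relative to neutral control wells; inactive = the rest, any valid replicate at or below 250%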;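 note: OY570 slx delta 5 strain wells were the positive control but not used for scaling; some compounds called inactive have numbers as strong as hits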
phage Ecoli inh = E. coli growth loss with phage present; 0.26% of 360,000 active; inhibition, % at 11.9 µM; AID 651602; growth absorbance; in the data active = inhibition above about 11%
DAGLB inh = diacylglycerol lipase beta (human) inhibition; HEK293T DAGLB membrane lysate, EnzChek fluorogenic substrate; inhibition, % at 5.17 µM; 0.059% of 340,000 active; AID 504411; in the data active = inhibition above about 34%;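 note: 0% = enzyme with vehicle and 100% = wells lacking enzyme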
Tat export inh = inhibitors of E. coli Tat protein transport. inhibition, % at 10 µM. AID 488895. E. coli MC4100 TorA-mCherry Tat export, fluorescence. 0.036% of 340,000 active;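 active = mean replicate inhibition at least 50% and at least half of replicates individually reaching 50%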;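 note: exported cargo escapes ClpAP degradation while cytoplasmic cargo is degraded and loses fluorescence; 0% = median of neutral control wells and 100% = median of NaSCN control wells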
Numbers without * were called inactive; . = not tested or not shown.

SMILES | CDK5 inh | HTR5A inv ctr | AddAB inh | PKA-R2B activ | Ecoli viability | PKA-R1A activ | HTR5A ag ctr | SUMO Mot1 rescue | phage Ecoli inh | DAGLB inh | Tat export inh
O=C(Nc1ccccc1)C1CCCN(S(=O)(=O)c2ccc(-n3cnnn3)cc2)C1 (stereo not drawn) | -0.1 | -7 | -0.5 | -6 | -2.9 | 6 | 2 | -8 | 2.6 | 1 | 2
C=C(C)COc1ccc(-c2nc(N)ncc2-c2ccc(Cl)cc2)c(O)c1 | -0.5 | 18 | -1.1 | -5 | 1.6 | 0 | -5 | -14 | 0.5 | -3 | 5
O=C(CSc1c2c(nc3ccc(Cl)cc13)CCCC2)NCc1ccco1 | 0.8 | -13 | 2.0 | -6 | 0.3 | 10 | -2 | 6 | -0.1 | -8 | -7
Cc1ccc(S(=O)(=O)c2nc(S(C)(=O)=O)sc2N2CCCCC2C)cc1 (stereo not drawn) | -1.4 | 5 | 1.9 | 4 | 1.4 | -2 | -3 | -21 | 2.4 | 0 | 5
Cc1ccc(-n2c(O)c(/C=N/NC(=O)C3COc4ccccc4O3)c3ccccc3c2=O)cc1 (stereo not drawn) | -2.7 | -10 | 11 | 4 | 3.6 | 12 | -1 | -14 | 4.2 | 12 | -3
NS(=O)(=O)c1ccc(CCNC(=O)CCCOc2ccccc2)cc1 | 1.4 | -2 | 2.6 | -12 | 0.5 | -4 | 1 | 0 | 2.9 | 0 | 1
N#Cc1ccsc1NC(=O)CCN1CCN(C(c2ccccc2)c2ccccc2)CC1 | -5.8 | 13 | 3.6 | -11 | 3.2 | -3 | 5 | -2 | 0.1 | -5 | 3
CCN(CC(=O)Nc1ccccc1C(=O)OC)S(=O)(=O)c1ccccc1 | -2.4 | -8 | 2.1 | -1 | 0.6 | -8 | -2 | -9 | 1.8 | 0 | -3
CCC(=O)c1cn(CC(=O)Nc2ccc(C)cc2)c2ccccc12 | 0.4 | -8 | 7.0 | 7 | 4.0 | 2 | 2 | -11 | 6.9 | -19 | 10
CC(C(=O)N1CCOCC1)N1C(=O)C2C3CC(C(Br)C3Br)C2C1=O (stereo not drawn) | 0.0 | 17 | 0.9 | 9 | -0.3 | 7 | -7 | -3 | 1.6 | 2 | -4
c1cc(CN2CCN(C3CCCCCC3)CC2)ccn1 | 1.9 | -28 | 0.8 | 12 | 1.0 | 18 | -1 | -1 | -1.1 | -1 | 1
CCOC(=O)Cc1n[nH]c(=O)c2ccccc12 | 1.4 | -9 | 1.4 | 7 | -0.7 | 0 | 3 | -12 | 4.3 | 1 | -6
CC1=C(C(=O)N(C)Cc2ccccc2)C2(CCC(C)CC2)OC1=O (stereo not drawn) | -3.5 | 6 | 1.2 | -1 | 0.3 | -1 | 4 | -8 | 0.9 | -2 | 3
Cc1ccc(-n2ncc3c2ncn2c(C)nnc32)cc1C | -2.9 | 1 | 2.6 | -14 | -0.9 | -1 | 1 | 10 | 0.3 | -4 | -4
Cc1ccc(N2Cc3ccccc3C2=S)cc1 | -0.4 | -1 | 0.8 | 14 | 0.2 | 15 | 1 | -5 | 3.8 | -2 | 9
O=S(=O)(c1ccccc1)c1nc(-c2cccc(Cl)c2)oc1N1CCOCC1 | -1.5 | 16 | -1.1 | -10 | 1.9 | -7 | -6 | 18 | -0.1 | -4 | 14
O=C(c1ccccc1)N1CCN(C(=S)NCc2ccc3c(c2)OCO3)CC1 | 0.5 | 6 | 0.4 | -6 | -1.3 | -4 | -2 | 7 | 4.8 | 1 | 1
CC(=O)Nc1ccc(S(=O)(=O)N2CCN(C(=O)Cc3ccccc3)CC2)cc1 | -1.1 | 1 | 1.9 | -11 | -2.5 | -8 | 4 | 3 | 2.5 | -1 | 1
O=[N+]([O-])c1ccccc1S(=O)(=O)N1CCN(c2ccc(F)cc2)CC1 | 1.7 | -19 | 1.8 | 1 | 3.1 | -1 | 5 | -10 | -0.3 | -3 | 6
CSc1nc(-c2ccccc2)nc(NC(=O)c2ccccc2)c1C(C)=O | 0.0 | 14 | 2.7 | -10 | 1.8 | -4 | -4 | -14 | 2.8 | -6 | 0
COc1ccc(-c2nc(-c3cccs3)c(-c3cccs3)[nH]2)cc1OC | -1.5 | 7 | 2.2 | -9 | 1.1 | -4 | 0 | . | 1.8 | 1 | 13
O=C(NC1CCCc2ccccc21)c1ccc(=O)[nH]c1 (stereo not drawn) | 0.9 | 5 | 0.7 | -10 | -1.4 | 8 | -3 | -11 | 1.6 | 2 | -3
O=S(=O)(NCc1cccnc1)c1ccc(Cl)c(Cl)c1Cl | -0.7 | 5 | 1.2 | -1 | -1.9 | -5 | -1 | -17 | 3.0 | 3 | 4
C=C(c1ccc(OC)cc1)c1ccc(OC)cc1 | 1.4 | 11 | -3.8 | -7 | -1.9 | -13 | 2 | . | 1.3 | -6 | 3
CCC(=O)NCCc1cc2ccc(C)cc2[nH]c1=O | 1.1 | -15 | 2.3 | 5 | -0.5 | -15 | 5 | -16 | -0.8 | -2 | 4
Cc1ccc(S(=O)(=O)Cc2ccc(C(=O)NCc3ccc4c(c3)OCO4)o2)cc1 | 0.0 | -15 | 0.4 | -7 | -0.4 | -2 | 6 | -3 | 2.4 | -1 | -6
O=C(O)COCC(=O)NCc1csc2ccccc12 | -0.5 | -8 | 2.6 | -10 | -2.5 | -7 | 9 | -14 | -0.1 | -4 | -4
Cc1cc2ncn(S(=O)(=O)c3ccc(S(=O)(=O)N4CCOCC4)cc3)c2cc1C | -0.5 | -1 | -1.0 | -2 | 1.2 | -12 | -2 | -1 | 1.6 | 0 | 0
O=[N+]([O-])c1cccc2nc(-c3ccccc3)c(-c3ccccc3)nc12 | 0.9 | -1 | -0.1 | -1 | 2.0 | 3 | 0 | -22 | 1.1 | -8 | 4
CC1CCCC(NC(=O)CCCn2c(=O)[nH]c3cc(Cl)ccc3c2=O)C1C (stereo not drawn) | -3.1 | -5 | -5.2 | 8 | -4.9 | -8 | 0 | -1 | 3.4 | 0 | 9
O=C(NC(=S)Nc1cc([N+](=O)[O-])ccc1O)c1ccc2c(c1)OCO2 | 1.4 | -4 | -0.8 | 9 | -8.5 | -6 | -2 | 138 | -3.6 | 15 | -2
Cc1ccc(N(CN2CCCC2=O)C(=O)c2ccccc2)cc1 | 0.2 | 20 | 0.1 | -4 | -0.9 | 9 | 0 | -17 | 4.2 | -2 | -6
COc1ccc(C(C(=O)NC(C)(C)C)N(C(=O)CCC(=O)Nc2ccccn2)C2CCCCC2)cc1 (stereo not drawn) | -2.8 | -6 | 0.8 | -6 | -0.3 | -3 | -1 | -27 | 1.2 | 0 | 3
O=C(Nc1ccc2c(c1)OCO2)OCc1ccccc1 | -4.2 | 4 | 2.0 | -2 | -2.5 | -6 | -1 | 6 | . | -4 | 12
COc1ccccc1CNc1ccc2c(c1)CCC2 | -2.2 | -9 | 1.0 | 1 | -0.6 | 0 | 2 | -33 | 3.2 | 2 | -7
Nc1ccc(-c2nc3cc(N)ccc3n2CCO)cc1 | 1.7 | -21 | 0.0 | 10 | -0.7 | -2 | -6 | -16 | 2.1 | 0 | 0
O=C(CNC(=O)c1ccc2c(c1)OCCO2)N/N=C/c1ccc(O)cc1O | -1.4 | -5 | 2.0 | -11 | 0.2 | -5 | 6 | 9 | 1.1 | 1 | 4
CN1CCCC1CCNc1ccc2sc3ccccc3c(=O)c2c1 (stereo not drawn) | 0.7 | -43 | 0.0 | -21 | -2.6 | 0 | 15 | 473 | 2.6 | 2 | 2
CCOC(=O)c1c(C)[nH]c(C(=O)COc2ccc3ccc(=O)oc3c2)c1C | 0.1 | 8 | 1.2 | 6 | -0.6 | 5 | -3 | 8 | 0.4 | 0 | -7
O=C(c1ccccc1CCc1ccccc1)N1CCN(c2ccccn2)CC1 | -0.9 | 16 | 1.1 | -5 | -0.4 | -6 | 5 | 88 | 3.4 | -4 | 1
CC1CC(C)CN(C(=O)Cn2ncc3c([nH]c4ccccc43)c2=O)C1 (stereo not drawn) | -0.5 | 11 | -1.5 | -7 | 1.3 | -4 | -3 | 144 | 1.4 | 2 | 1
COc1ccc(CN(CC(=O)NC2CCCCC2)C(=O)CCC(=O)Nc2nccs2)cc1 | -1.2 | 4 | 1.1 | 1 | 0.0 | 0 | 0 | 12 | -0.1 | -1 | -6
Cc1ccc2[nH]c3c(=O)n4c(nc3c2c1)SCC4 | -0.4 | 24 | 1.0 | 2 | -1.0 | -1 | 2 | 9 | 3.3 | 1 | -4
Cn1c(=O)oc2cc(S(=O)(=O)N3CCC(C(=O)NCCc4ccccc4)CC3)ccc21 | 0.3 | 6 | -0.3 | -10 | -0.6 | -1 | 1 | 3 | -1.9 | 1 | -8
COc1ccc(NC(=O)C2(c3ccc(NC(=O)c4ccc(OC(C)=O)cc4)cc3)CCCC2)cc1 | -0.4 | -6 | 1.0 | 5 | 1.0 | -6 | 7 | 2 | 2.5 | 0 | -1
Cc1ccc2c(C)c(C(=O)NCCN3CCCC(O)C3)oc2c1C (stereo not drawn) | -1.3 | -10 | -0.8 | -8 | -0.8 | -4 | 3 | -14 | 2.4 | 3 | 19
O=C(CN1C(=O)/C(=C/c2ccc(F)cc2)SC1=S)N1CCN(CCc2ccccn2)CC1 | -2.5 | 3 | -0.7 | 0 | 0.0 | -1 | 0 | 39 | -1.3 | 5 | 10
COc1ccc(CNC(=O)CCC(=O)Nc2nnc(C(C)C)s2)cc1 | -0.4 | -1 | -1.8 | -2 | 0.7 | 2 | 0 | 13 | -0.5 | 0 | 10

A stretch from further up:
SMILES | CDK5 inh | HTR5A inv ctr | AddAB inh | PKA-R2B activ | Ecoli viability | PKA-R1A activ | HTR5A ag ctr | SUMO Mot1 rescue | phage Ecoli inh | DAGLB inh | Tat export inh
O=C(NC(=S)Nc1cc([N+](=O)[O-])ccc1O)c1ccc2c(c1)OCO2 | 1.4 | -4 | -0.8 | 9 | -8.5 | -6 | -2 | 138 | -3.6 | 15 | -2
Cc1ccc(N(CN2CCCC2=O)C(=O)c2ccccc2)cc1 | 0.2 | 20 | 0.1 | -4 | -0.9 | 9 | 0 | -17 | 4.2 | -2 | -6
COc1ccc(C(C(=O)NC(C)(C)C)N(C(=O)CCC(=O)Nc2ccccn2)C2CCCCC2)cc1 (stereo not drawn) | -2.8 | -6 | 0.8 | -6 | -0.3 | -3 | -1 | -27 | 1.2 | 0 | 3
O=C(Nc1ccc2c(c1)OCO2)OCc1ccccc1 | -4.2 | 4 | 2.0 | -2 | -2.5 | -6 | -1 | 6 | . | -4 | 12
COc1ccccc1CNc1ccc2c(c1)CCC2 | -2.2 | -9 | 1.0 | 1 | -0.6 | 0 | 2 | -33 | 3.2 | 2 | -7
Nc1ccc(-c2nc3cc(N)ccc3n2CCO)cc1 | 1.7 | -21 | 0.0 | 10 | -0.7 | -2 | -6 | -16 | 2.1 | 0 | 0
O=C(CNC(=O)c1ccc2c(c1)OCCO2)N/N=C/c1ccc(O)cc1O | -1.4 | -5 | 2.0 | -11 | 0.2 | -5 | 6 | 9 | 1.1 | 1 | 4
